PI4K2A block: PI4K2A (human) kinase inhibition; AID 1346378; activity change, negative = inhibition, % at 76.9 µM; actives 0.13% (n = 420,000); Q9BTU6; purified PI4K2A, ADP-Glo luminescence, 1 h; stronger effect = lower value; in the data active = activity change below about -50%; inconclusive = mostly about -30% to -49%;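 note: -100% = wells without enzyme as full effect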
Target sequence (Q9BTU6 whole entry, looked up): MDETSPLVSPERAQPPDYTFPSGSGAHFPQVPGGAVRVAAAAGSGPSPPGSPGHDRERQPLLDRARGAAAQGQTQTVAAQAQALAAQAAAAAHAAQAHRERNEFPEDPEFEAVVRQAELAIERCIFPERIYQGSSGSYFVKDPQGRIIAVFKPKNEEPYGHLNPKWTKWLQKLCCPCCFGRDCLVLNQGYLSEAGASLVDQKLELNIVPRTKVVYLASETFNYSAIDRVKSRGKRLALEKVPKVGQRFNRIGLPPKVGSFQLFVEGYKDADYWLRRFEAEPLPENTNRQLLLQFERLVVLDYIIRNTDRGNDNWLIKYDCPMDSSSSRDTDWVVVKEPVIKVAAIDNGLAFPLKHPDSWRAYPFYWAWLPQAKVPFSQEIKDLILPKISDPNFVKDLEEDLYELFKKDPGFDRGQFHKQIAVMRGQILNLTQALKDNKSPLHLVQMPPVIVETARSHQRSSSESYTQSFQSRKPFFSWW
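PI4K2A activity was measured by ADP-Glo luminescence: enzyme (4 ug/mL stock) and phosphatidylinositol (1.2 mM stock) in Tris pH 7.5/MgCl2/EGTA/Triton X-100 buffer were reacted with ATP (300 microM stock) for one hour at ambient temperature.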
mIDH1 inhibitor: inhibitors of human mutant IDH1 R132H; O75874; IDH1-R132H enzyme, NADPH consumption, diaphorase/resazurin fluorescence; Potency, µM (series often up to 76.6 µM), for inactives: at the highest dose activity change, negative = inhibition, hits mostly inhibitors; actives 0.093% (n = 390,000); note: potency is the fitted concentration of half-maximal effect; % is set by controls: 0 for no effect and ±100 for the full control effect; nearly all actives have a fitted effect of over 65% in size
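IDH1-R132H (0.5 ug/mL dispensed) in pH 7.5 Tris buffer was preincubated 30 min with compound, then given a substrate mix of 0.016 mM NADPH and 2 mM alpha-KG for 80 min at room temperature; remaining NADPH was read by diaphorase/resazurin fluorescence.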
TRHR ag: activates the human TRH receptor. P34981. TRHR cells, calcium flux fluo-8, FDSS agonist mode. activation, % at 2 µM. actives 0.18% (n = 360,000). AID 493084; in the data active = activation above about 30%; note: 0% is about no effect
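Read-out: compound-evoked intracellular calcium rise in TRHR cells, fluo-8 dye, kinetic FDSS fluorescence at 1 s/cycle following a 10-cycle baseline. Cells cultured overnight before dye loading (30 min–1.5 h, RT).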
USP1-UAF1 inh: blocks the human USP1/UAF1 deubiquitinase complex; O94782; recombinant USP1/UAF1, Ub-Rhodamine cleavage fluorescence; Potency, µM (doses to about 57.1 µM), inactives show at the top dose activity change, negative = inhibition, actives largely listed as inhibitors; actives 0.23% (n = 390,000); AID 743255; note: potency is the fitted concentration of half-maximal effect; % is set by controls: 0 for no effect and ±100 for the full control effect; nearly all actives have a fitted effect of over 60% in size; inactives centre near -12
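Step one: compound is pinned into 1nM USP1/UAF1 in HEPES pH 7.8 buffer with TCEP. Step two: 15 min room-temperature incubation. Step three: Ub-Rho (150nM final) starts cleavage, tracked by fluorescence over six one-minute reads.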
TrxR1 substrate: is turned over as a substrate by rat TrxR1. O89049. purified TrxR1 substrate turnover, NADPH consumption readout. Potency, µM (highest dose often 114 µM), without a hit: at the highest dose activity change, negative = substrate turnover. actives 0.01% (n = 390,000); note: potency is the fitted concentration of half-maximal effect; % is set by controls: 0 for no effect and ±100 for the full control effect; nearly all actives have a fitted effect of over 50% in size
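Rat TrxR1, dispensed at 90 nM, was prereduced with 400 uM NADPH (final) for 5 min at ~22 deg C, then incubated with compound 15 min before 400 uM selenite. A first-read NADPH fluorescence drop versus no-compound background flagged substrates.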
D2 ag: activates the human D2 dopamine receptor; activation, % at 2 µM; HEK293 T-REx D2 cells, calcium flux agonist mode; P14416; actives 0.53% (n = 340,000);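 active = activation over 3 SD above normal in the single-dose calcium agonist read, cut at about 30% in these data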; note: 0% is about no effect
Target sequence (P14416 whole entry, looked up): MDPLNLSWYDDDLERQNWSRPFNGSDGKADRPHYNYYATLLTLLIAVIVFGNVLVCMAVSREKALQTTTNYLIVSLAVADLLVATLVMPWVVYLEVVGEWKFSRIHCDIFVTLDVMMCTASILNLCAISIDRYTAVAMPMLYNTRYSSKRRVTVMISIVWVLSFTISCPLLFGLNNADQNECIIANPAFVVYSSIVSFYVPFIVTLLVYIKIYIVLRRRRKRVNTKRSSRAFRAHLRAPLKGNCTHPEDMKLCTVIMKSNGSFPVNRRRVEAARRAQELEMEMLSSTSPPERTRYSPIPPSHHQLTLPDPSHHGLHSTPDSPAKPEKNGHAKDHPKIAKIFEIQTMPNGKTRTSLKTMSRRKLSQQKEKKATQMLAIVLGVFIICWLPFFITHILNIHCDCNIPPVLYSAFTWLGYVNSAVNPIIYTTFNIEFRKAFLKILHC
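Tetracycline-induced HEK293 T-REx cells with force-coupled D2 receptor, plated overnight at 30 C, loaded with no-wash calcium dye. After a 10 s baseline, compound was pin-added and calcium flux read kinetically for 180 s; calcium rises flagged agonists.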
TRHR enhancer: allosterically enhances the human TRH receptor | enhancement, % at 2 µM | actives 0.66% (n = 360,000) | TRHR cells, fluo-8 calcium fluorescence, EC20 TRH enhancement | P34981; in the data active = enhancement above about 30%; note: 0% is about no effect
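TRHR-expressing cells loaded with fluo-8 calcium dye were read kinetically (ex 480/em 530) during compound addition, then stimulated with an EC20 of TRH (10 nM final). Enhancement of the Gq-mediated intracellular calcium response was scored.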
D2 antagonist: D2 dopamine receptor (human) antagonism | P14416 | inhibition, % at 10 µM | HEK293 TREx D2 cells, calcium flux, dopamine EC80 | AID 485344 | actives 2% (n = 340,000); in the data active = inhibition above about 30%; note: 0% is about no effect
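Calcium flux kinetic readout in an inducible HEK293 TREx D2 line plated overnight at 30 C. After 180 s compound exposure, an EC80 dopamine challenge follows with another 180 s kinetic read to detect antagonism.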
rTrxR1 inhibitor: blocks rat thioredoxin reductase 1; actives 1% (n = 390,000); O89049; Potency, µM (highest dose often 114 µM), for inactives: at the top dose activity change, negative = inhibition, usual class: inhibitors; recombinant rTrxR1, NADPH fluorescence consumption, selenite substrate; AID 588453; note: potency is the fitted concentration of half-maximal effect; % is set by controls: 0 for no effect and ±100 for the full control effect; nearly all actives have a fitted effect of over 65% in size
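Rat TrxR1 (90 nM in the dispensed reagent) was pre-reduced with 400 uM NADPH for 5 min at room temperature, then incubated with compound for 15 min. After 400 uM selenite was added, NADPH fluorescence (Ex 340/Em 450 nm) was followed for 8 min.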
* marks the source's active call; other numbers are inactive results; ? = inconclusive; . = not tested or not shown; & = joins results of further samples; [ ] = another dose, or the depositor's remark. Unless noted, calls come from the whole dose curve; as a rule, active = well fitted inhibition curve with a large enough effect; inconclusive = small, poorly fitted or top-dose-only effect; inactive = no such curve, though single readings can be large or run the other way.

The first two entries, ahead of the listing:
Compound	PI4K2A block	mIDH1 inhibitor	TRHR ag	USP1-UAF1 inh	TrxR1 substrate	D2 ag	TRHR enhancer	D2 antagonist	rTrxR1 inhibitor
CC(Oc1ccc(Cl)cc1)c1ccnn1S(C)(=O)=O (stereo not given)	4	-1%	-0.7	4%	-5%[57.1 µM]	0.1	0	-9	-5%[57.1 µM]
O=C(COc1ccc(Cl)cc1Cl)NNC(=S)NC(=O)c1ccco1	1	-3%	-0.4	-5%	6%[57.1 µM]	0.5	3	-1	-19%[57.1 µM]

The list itself, from the first entry:
Compound	PI4K2A block	mIDH1 inhibitor	TRHR ag	USP1-UAF1 inh	TrxR1 substrate	D2 ag	TRHR enhancer	D2 antagonist	rTrxR1 inhibitor
CC(Oc1ccc(Cl)cc1)c1ccnn1S(C)(=O)=O (stereo not given)	4	-1%	-0.7	4%	-5%[57.1 µM]	0.1	0	-9	-5%[57.1 µM]
O=C(COc1ccc(Cl)cc1Cl)NNC(=S)NC(=O)c1ccco1	1	-3%	-0.4	-5%	6%[57.1 µM]	0.5	3	-1	-19%[57.1 µM]
CC(=O)N1N=C(c2cccc(Cl)c2)OC1c1ccc(C(C)C)cc1 (stereo not given)	4	2%	0.6	-25%	3%	-0.2	3	-3	8%
COc1ccccc1C(O)(C(=O)NNc1ccccc1C)c1ccccc1OC	0	-4%	0.3	-6%	0%	-0.9	4	14	7%
CCOc1ccccc1NC(=O)CCc1nnc2ccc(N3CCC4(CC3)OCCO4)nn12	-3	-6%	-0.4	-8%	11%	-1.8	1	-9	27%
CCc1ccc(S(=O)(=O)c2nnn3c2nc(NC2CCCCCC2)c2sccc23)cc1	0	0%	0.3	-6%	11%	-1.9	-6	.	11%
CN(Cc1ccccc1)C(=O)c1ccc(Cl)c([N+](=O)[O-])c1	-3	10%	-0.3	-4%	-3%	-0.3	1	-1	9%
Cc1ccccc1C(=O)NC(=S)NCC(=O)c1ccccc1	2	6%	0.1	-14%	-2%	-0.1	5	7	-6%
CCCC(CCC)C(=O)NC1CC(=O)N(c2ccc3c(c2)OCCO3)C1 (stereo not given)	-1	-2%	-0.2	-8%	4%[57.1 µM]	-0.9	0	.	11%[57.1 µM]
O=C(COc1ccccc1Cl)NC(=O)NC1CCCC1	-1	8%	-0.8	-4%	11%[57.1 µM]	-0.4	-6	-15	28%
O=C(/C=C/c1ccc(OC2CSC2)cc1)c1ccccc1	-25	3%	.	-9%	-5%	.	.	.	-1%
Cc1cccc(N2C(=O)CC(N3CCN(C(=O)c4ccccc4)CC3)C2=O)c1 (stereo not given)	-2	11%	1.0	-5%	4%	0.3	1	3	-3%
CC1CC2=C(C(=O)O1)C(c1ccccc1)Nc1ccccc1N2 (stereo not given)	0	-2%	0.4	3%	-7%[57.1 µM]	1.5	-1	7	-19%[57.1 µM]
CC(=O)Nc1c(C(N)=O)oc2ccc(Cl)cc12	5	10%	0.0	-2%	1%	0.4	0	1	26%
NC(N)=Nc1nc2ccc(Cl)cc2c(=O)[nH]1	3	-5%	0.0	-18%	13%[57.1 µM]	0.4	3	7	6%[57.1 µM]
Fc1ccc(CNC(=S)NCc2ccccc2)cc1	1	3%	0.0	-18%	-1%[57.1 µM]	-2.9	-12	-12	12%[57.1 µM]
CC(C)(C)n1ncc2c(=O)n(CC(=O)Nc3ccc(Cl)cc3)cnc21	?	-2%	0.8	-19%	-9%	-1.2	4	3	-1%
C=C1C[C@H]2[C@@H]3CCc4cc(OC)ccc4[C@H]3CC[C@]12C	-2	5%	0.1	-29%	-5%[57.1 µM]	0.0	4	6	19%[57.1 µM]
COc1ccc(OC)c(N(CC(=O)NCc2ccncc2)S(C)(=O)=O)c1	2	-1%	0.0	-11%	3%	0.0	2	-30	19%
CCc1ccccc1N1CC(c2nc3ccccc3n2Cc2cccc(C)c2)CC1=O (stereo not given)	-5	-24%	-0.5	-16%	0%	0.1	-2	.	4%

Single values from the list.
For mIDH1 inhibitor, O=C(COc1ccc(Cl)cc1Cl)NNC(=S)NC(=O)c1ccco1 is listed with -3%
For PI4K2A block, O=C(/C=C/c1ccc(OC2CSC2)cc1)c1ccccc1 is listed with -25

Carrying on.
Compound	PI4K2A block	mIDH1 inhibitor	TRHR ag	USP1-UAF1 inh	TrxR1 substrate	D2 ag	TRHR enhancer	D2 antagonist	rTrxR1 inhibitor
N#Cc1cc2c(nc1SCC(=O)N1CCOCC1)CCCCC2	-2	0%	-0.7	-6%	-5%	-0.5	-1	-18	12%
COc1cc(CC(NC(C)=O)C(=O)NC2CCN(c3nc(OC)nc(OC)n3)CC2)cc(OC)c1 (stereo not given)	1	7%	-0.3	-1%	-1%	-0.4	-1	2	4%
O=C(COC(=O)c1ccc(F)cc1F)NCCC1=CCCCC1	-1	7%	-1.2	-8%	-4%	-0.1	-5	11	7%
COc1ccc(OC)c(S(=O)(=O)N2CCN(c3ccccc3OC)CC2)c1	4	-2%	-0.7	-6%	1%	0.2	-3	10	8%
CCN(CC)CCN(Cc1cc2cc(C)ccc2[nH]c1=O)C(=S)NCc1ccco1	2	2%	-0.8	-2%	-7%	0.0	3	-13	-18%
O=C(Nc1cccnc1)C1CC(c2ccccc2O)=NO1 (stereo not given)	1	-2%	-0.1	-9%	4%	0.5	1	16	17%
COc1cccc(NC(=O)c2c([N+](=O)[O-])cnn2C)c1	-4	3%	0.3	-20%	7%	-1.1	20	-10	22%
CCOC(=O)c1cc2c(=O)n3ccccc3nc2n(CC(C)C)c1=NC(=O)c1cc2ccccc2o1	2	?	-0.3	-30%	17%	0.0	-2	.	26%
CC(=O)c1c(C)[nH]c(C(=O)OCC(=O)C(C)(C)C)c1C	8	1%	0.8	-1%	6%	0.1	-8	-6	12%
CC(=O)CSc1ncnc2c1oc1ccccc12	-1	1%	-0.1	10%	2%	-0.1	5	6	?
COc1ccc(NC(=O)NCCCN2CCc3ccccc3C2)cc1	-2	-7%	-0.5	-20%	4%[57.1 µM]	1.3	-4	43*	-2%[57.1 µM]
CC(=O)NNS(=O)(=O)c1ccc(-c2cc(C(F)(F)F)n(C)n2)s1	-1	5%	0.3	-16%	4%[57.1 µM]	-0.2	-3	-2	1%[57.1 µM]
O=C(c1cccs1)c1cn(CCOc2ccc(F)cc2)c2ccccc12	0	-22%	-0.3	-9%	-2%	-0.5	4	.	11%
COc1ccc(-c2nn3c(=O)cc(CN4CCN(C(=O)Nc5cc(C)ccc5C)CC4)nc3s2)cc1	-2	0%	0.2	-5%	-4%[57.1 µM]	1.3	4	.	8%[57.1 µM]
Cc1c(C(=O)c2ccc([N+](=O)[O-])cc2)c(=O)n(C)c(=O)n1C	-27	-7%	0.6	-13%	-2%	1.7	0	12	-3%
CCOP(=O)(OCC)C(Nc1ccccn1)c1ccc(F)cc1 (stereo not given)	-1	1%	-0.4	-26%	4%[11.4 µM]	0.9	0	3	10%[11.4 µM]
O=C(O)C1CCN(S(=O)(=O)c2cccnc2)CC1	9	3%	.	-2%	5%[57.1 µM]	.	.	.	1%[57.1 µM]
COc1cccc(-n2c(=O)c3sccc3n(CC(=O)NC3CCCCC3)c2=O)c1	0	-4%	0.3	-11%	4%[57.1 µM]	-0.4	1	30*	9%[57.1 µM]
COc1ccc(CCN2C(=O)CC(C(N)=O)SC2=Nc2ccccc2)cc1 (stereo not given)	-7	9%	-0.3	-17%	3%[57.1 µM]	.	5	.	34%[57.1 µM]
COc1ccc(CNC(=O)C[C@H]2C[C@H](C(=O)N3CCCCC3)[C@@]3(CCc4ccccc4)c4[nH]c5cc(-c6ccco6)ccc5c4CCN3C2=O)cc1OC	-2	0%	.	-28%	7%	.	.	.	13%
C/C(Cn1nnc([N+](=O)[O-])n1)=N\NC(=O)c1ccc(Cl)c(Cl)c1	4	20%	0.1	2%	-5%[57.1 µM]	0.1	3	9	?
CC1CCCCC1NC(=O)CSc1nnc(CN2CCOCC2)n1C (stereo not given)	-11	0%	-0.2	0%	8%	0.4	15	1	26%[57.1 µM]
Cc1ccnc(NC(=O)c2cccc([N+](=O)[O-])c2C)c1	9	-7%	-0.4	-15%	8%	.	5	.	15%
CCOC(=O)C1=C(C)NC(=O)CC1c1cc(OC)c(OC)cc1Br (stereo not given)	2	-3%	0.2	-10%	2%	0.1	1	-26	12%[57.1 µM]
O=C(NC1CC1)c1ccc(CN(c2ccccc2)S(=O)(=O)c2ccccc2)cc1	-4	10%	-0.3	-7%	16%	-0.4	1	6	41%
CCC(=O)OCC(=O)Nc1ccc2c(c1)OCO2	7	-12%	0.3	-20%	6%	0.1	-2	-19	14%[57.1 µM]
Cc1ccc(NC(=O)CN(Cc2ccccc2)S(C)(=O)=O)cc1C	-1	2%	0.5	3%	1%	.	3	.	22%
Cc1ccc(S(=O)(=O)CC(=O)NC(C)(C)C)cc1	-6	0%	0.3	-7%	4%[57.1 µM]	0.7	11	13	-5%[57.1 µM]
Cc1ccc(C(=O)N2CCc3cc(CNC(=O)CCc4ccccc4)ccc32)cc1	3	2%	0.3	?	-8%[57.1 µM]	-1.6	-13	.	7%[57.1 µM]
COC(=O)c1sc(NC(=O)CC(C)C)c(C(=O)OC)c1C	-1	6%	0.2	-22%	-10%[57.1 µM]	1.8	2	3	6%[57.1 µM]
COC(=O)c1ccccc1NC(=O)c1ccc(COc2ccc3c(c2)CCC3)cc1	2	2%	1.1	-22%	29%	.	-9	.	20%
Cc1nnsc1C(=O)Nc1ccc(Cl)cc1	-1	8%	0.0	3%	3%	0.2	0	-2	19%
Cc1c(NC(=O)c2cc(-c3ccccc3O)on2)c(=O)n(-c2ccccc2)n1C	-2&-2	-5%&0%	-0.7&-0.3	-22%&-17%	4%&5%	-0.6&-0.1	9&5	-12	14%&16%
CCCc1nnc(SCC(=O)NC2CCCCC2)n1CCOC	1	19%	0.6	-1%	4%	0.2	3	-3	18%
CC(=O)c1c(C)nc(-c2ccc(Cl)cc2Cl)n1O	7	2%	0.7	5%	-10%	0.8	0	2	17%[57.1 µM]

Bioassay records as filed in PubChem BioAssay.

The order is random; about 3.9% have a hit in one of these screens.
